Bioassay records as filed in PubChem BioAssay.
Mm-Cpn inhibitor: Inhibitors of TCP-1 ring complex (TRiC) of Methanococcus maripaludis (MmCpn): qHTS | Chaperonin Mm-Cpn (Methanococcus maripaludis) | purified Mm-Cpn ATPase, ADP Transcreener TR-FRET | Potency, µM (titrated, usually from 76.9 µM), inactives show at the highest dose activity, negative = inhibition, most hits filed as inhibitors | 330,000 tested, 0.031% active; further: potency means the concentration at half of the fitted maximal effect; on the % scale 0 is the no-effect control and ±100 the full control effect; nearly all actives have a fitted effect of over 80% in size
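Compound-treated chaperonin, 25 nM final, turns over 10 uM ATP at 37°C for 30 min following a 10 min preincubation; ADP generated competes with ADP-d2 for Eu-cryptate antibody, lowering FRET.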
Nrf2 block: Nrf2 qHTS screen for inhibitors. A549 ARE-Fluc reporter, luciferase luminescence, 18-24 h. Potency, µM (top dose mostly 46 µM), for the others: top-dose activity change, negative = inhibition, usual class: inhibitors. 360,000 tested, 2.1% active. AID 504444, 2011; further: potency means the concentration at half of the fitted maximal effect; on the % scale 0 is the no-effect control and ±100 the full control effect; nearly all actives have a fitted effect of over 60% in size
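Quantitative HTS in A549 cells stably bearing an antioxidant response element-firefly luciferase construct. Inhibition of Nrf2-driven transcription was scored by luminescence after 18-24 h of compound exposure at 37 °C.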
CCT chaperon mod: High-Throughput Screening for Modulators of Cytosolic Chaperonin Activity | 360,000 tested, 0.3% active | purified chaperonin ATPase assay, HTRF ADP detection, 30 min | AID 651819, 2012 | activity change, % (test concentration not listed), hits read low; in the data active means activity change below about -30%; further: on the % scale 0 is the no-effect control and ±100 the full control effect
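First, chaperonin was dispensed at 40 nM or 20 nM final depending on batch activity. Next, compounds were pinned at 76 uM and ATP added at 10 uM. After 30 min at 37 °C, ADP detection reagents ran 30 min at ambient temperature.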
Nrf2 activator: qHTS of Nrf2 Activators; AREc32 ARE-luciferase reporter (MCF7-derived line), luminescence, 24 h; 410,000 tested, 0.31% active; Potency, µM (top dose mostly 46.1 µM), for inactives: at the top dose activation, hits mostly activators; further: potency means the concentration at half of the fitted maximal effect; % of control where 0% means no effect; nearly all actives have a fitted effect of over 65% in size
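ARE-driven firefly luciferase activity in AREc32 cells measured after a 24 hr compound exposure at 37 deg C, using Steady-Glo reagent and a 30 min room-temperature hold.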
TGFb SMAD3 inh: qHTS for Inhibitors of TGF-b. Potency, µM (doses to about 46.1 µM), for the others: at the top dose activity, negative = inhibition, most hits filed as inhibitors. 410,000 tested, 1.2% active. HepG2 CAGA-GFP TGF-b/SMAD3 reporter, GFP fluorescence, 18 h; TGF-beta stimulated, 500 pg/mL final; further: potency means the concentration at half of the fitted maximal effect; on the % scale 0 is the no-effect control and ±100 the full control effect; nearly all actives have a fitted effect of over 65% in size
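Using HEPG2 CAGA-GFP reporter cells at 1000 cells/well, we pinned test compounds, stimulated with recombinant TGF-beta (500 pg/mL final) and measured total well GFP after 18 h.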
A549 tox: Nrf2 qHTS screen for inhibitors: counterscreen for cytotoxicity. Potency, µM (series often up to 46 µM), without a hit: at the highest dose activity change, negative = cytotoxicity, usual class: inhibitors. 390,000 tested, 0.16% active. AID 504648, 2011. A549 ARE-Fluc cells, CellTiter-Fluor viability, 18-24 h; further: potency means the concentration at half of the fitted maximal effect; on the % scale 0 is the no-effect control and ±100 the full control effect
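A549 ARE-Fluc cells in 5% FBS OPTI-MEM, 5000 cells/well, rested 2 h then exposed to compounds in concentration-response for 18-24 h at 37 °C. Viability by CellTiter-Fluor fluorescence (Ex 405/Em 525) after 30 min; luciferase luminescence (BugLite, 15 min, RT) read afterwards.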
Abeta rescue: qHTS for compounds that reverse cellular toxicity of Amyloid beta (A-beta) peptide in yeast: Primary Screen | 410,000 tested, 0.063% active | Potency, µM (highest dose often 46.1 µM), inactives show at the top dose growth rescue, most hits filed as activators | yeast expressing A-beta42, growth rescue, OD600, 48 h; response scale: 0% DMSO, 100% iron-clioquinol control; further: potency means the concentration at half of the fitted maximal effect; nearly all actives have a fitted effect of over 55% in size
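Yeast A-beta toxicity model in growth medium with pinned compounds, 48 h at 30 C; growth read as absorbance at 600 nm. Normalized to FeCl3/clioquinol equimolar mix (positive) and DMSO (negative).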
HepG2 viability: qHTS for Inhibitors of TGF-b: Cytotox Counterscreen; HepG2 CAGA-GFP viability, ATP luminescence, 18 h; Potency, µM (highest dose often 46.1 µM), inactives show top-dose activity change, negative = cytotoxicity, most hits filed as cytotoxic; 410,000 tested, 0.76% active; AID 588856, 2011; further: potency means the concentration at half of the fitted maximal effect; some results filed as inactive show a strong effect at the top dose
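CellTiter-Glo luminescence gave cytotoxicity after 18 hours at 37 degrees C. The cells were HepG2 CAGA-GFP in 1% FBS DMEM, stimulated with 500 pg/mL TGF-beta after compound addition. %Activity was normalised to no-cell wells (complete cell-killing) and DMSO (no toxicity), and curves were fitted and classified.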
pAkt inh: HTS Assay for Inhibitors of Akt Phophorylation: Primary Screen; 360,000 tested, 0.32% active; activity change, % for hits at 50 µM; Neuro2A IGF-stimulated pAkt S473 HTRF, 20 min; stronger effect = lower value; AID 651550, 2012; in the data active means activity change below about -80%; inconclusive means mostly about -51% to -80%; further: on the % scale 0 is the no-effect control and ±100 the full control effect
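Neuro2A cells in DMEM with 0.5% FBS, overnight at 37 deg C, given compound at single 50 µM final, then IGF (6 nM final) for 20 min at 37 deg C. Lysed; phospho-Akt Ser473 by HTRF after 24 h, 665/615 ratio.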
Starred values were filed as active, the others as inactive; i = inactive; ? = inconclusive; . = no result given; & = joins results of further samples; [ ] = another dose, or the depositor's remark. Unless noted, the call rests on the fitted dose curve; in most records, active means well fitted curve in the direction sought with a large enough effect; inconclusive means small, poorly fitted or top-dose-only effect, or another doubt; inactive means no such curve, though single readings can be large; an effect the other way counts as inactive or inconclusive.

Structure	Mm-Cpn inhibitor	Nrf2 block	CCT chaperon mod	Nrf2 activator	TGFb SMAD3 inh	A549 tox	Abeta rescue	HepG2 viability	pAkt inh
CC(=O)Nc1ccc(NC(=S)NC(=O)/C=C/c2ccccc2)cc1	1%	-5%	-2.3	5.2%	1%	-2%	-2%	7%	i
N#Cc1c(NC(=O)CSc2nc3ccccc3c(=O)n2Cc2ccco2)sc2c1CCCC2	-2%	12%	-0.4	-1.1%	-9%	3%	9%	-8%	-91%*
O=C(COc1cccnc1[N+](=O)[O-])Nc1ccc(F)cc1	1%	?	-3.4	2.6%	4%	?	2%	-11%	i
CC(C)(C)C(=O)Nc1ccc(C(=O)Nc2cccc(Oc3ccc(C(=O)O)c(C(=O)O)c3)c2)cc1	0%	21µM*	-3.5	-1.5%	-1%	2%	-3%	13%	i
CC(C)CC1C(=O)N(Cc2cn(CC3CCCCC3)nn2)CCS(=O)(=O)N1Cc1ccc(-c2cccc(C#N)c2)cc1 (stereo not drawn)	.	?	-2.1	0.9%	-4%	3%	-2%	-13%	i
COC(=O)c1cccc(NC(=O)CSc2nc(O)c(-c3ccccc3)c(=O)[nH]2)c1	-6%	-25%	-0.2	-0.5%	-18%	10%	1%	-6%	i
COc1ccc(OC)c(NC(=O)COC(=O)Cc2ccc(Br)cc2)c1	0%	3%	3.2	0.0%	1%	2%	-19%	-1%	i
COc1ccc(OC(C)c2ccc(C#N)c(=O)[nH]2)cc1 (stereo not drawn)	3%	0%	0.1	0.3%	-6%	-1%	-2%	-2%	i
COc1cc(Br)cc(-c2nc3c(c(=O)[nH]c(=O)n3Cc3ccccc3)n2C)c1O	0%	7%	0.3	6.1%	-16%	0%	9%	-26%	i
COC(=O)c1ccccc1NC(=O)Cn1c(=O)n(CCC(=O)NC2CCN(Cc3ccccc3)CC2)c(=O)c2ccccc21	-7%	-7%	2.3	-0.2%	0%	2%	3%	-17%	i
O=S(=O)(c1ccc2[nH]c3c(c2c1)CCCC3)N1CCN(c2cccc(C(F)(F)F)c2)CC1	.	?	.	-0.2%	?	5%	14%	-12%	.
COCCNC(=O)C1CCCN(Cc2ccc(-c3ccccc3)cc2)CC1 (stereo not drawn)	.	.	-0.1	1.0%	-1%	.	10%	-5%	i
O=C(Cn1ncc(Cl)c(Cl)c1=O)NC1CCS(=O)(=O)C1 (stereo not drawn)	-5%	0%	1.6	?	8%	1%	-11%	4%	i
CN(C)S(=O)(=O)c1ccc(C(=O)Nc2cccc(C(=O)O)c2)cc1	.	.	4.6	-0.4%	0%	7%	6%	-2%	i
O=C(CSc1nc2c(c(=O)[nH]1)CCC2)Nc1ccccc1Cl	2%	6%	-1.1	0.3%	14%	-5%	-17%	4%	i
O=C(Nc1cccc(Cl)c1)c1csc(COCCO)n1	.	.	-1.0	5.5%	3%	.	-16%	-24%	i
CC(C)Cc1csc(NC(=O)c2ccc(Br)cc2)c1C(=O)O	0%	7%	-2.3	-0.2%	-4%	0%	1%	-1%	i
CCCNC(=O)C1(C)CCN(C(=O)C(c2ccccc2)c2ccccc2)C1 (stereo not drawn)	.	.	0.7	-1.2%	-10%	.	-17%	4%	i
COc1ccc2cc(/C(C)=N/NC(=O)C3CC3)ccc2c1	-1%	?	-0.9	2.7%	-1%	0%	1%	2%	i
Cc1onc(-c2ccccc2Cl)c1C(=O)Nc1nnc(-c2ccc(Br)cc2)s1	-28%	-2%	0.4	-1.7%	?	-3%	-4%	-30%	i
COc1ccc(Cn2c(O)c(/C=N/NC(=O)c3cccnc3)c3ccccc3c2=O)cc1	-2%	5%	-0.8	-0.8%	?	-4%	-22%	8%	i
CCOc1cccc(C=Nc2cc(C)cc(C)c2O)c1O	0%	17%	-0.1	?	-29%	-6%	-24%	-37%	i
CCOCCCn1c(=NC(=O)c2cccnc2)c(C(=O)OCC)cc2c(=O)n3ccccc3nc21	-5%	?	-1.5&0.0	2.3%&0.6%	0%&20%	?	0%&7%	2%&17%	i
CC(=O)NCCc1c[nH]c2ccc(O)cc12	.	13%	0.7	-0.4%	-1%	-3%	-8%	4%	i
Cc1ccc(C)c(S(=O)(=O)c2nnn3c2nc(NCc2cccs2)c2sccc23)c1	.	?	.	-0.8%	?	-6%	3%	-32%	.

The closing four records of the part before are carried over, then new ones follow:
Each structure is followed by: Mm-Cpn inhibitor, Nrf2 block, CCT chaperon mod, Nrf2 activator, TGFb SMAD3 inh, A549 tox, Abeta rescue, HepG2 viability, pAkt inh
- CCOc1cccc(C=Nc2cc(C)cc(C)c2O)c1O
 : 0%, 17%, -0.1, ?, -29%, -6%, -24%, -37%, i
- CCOCCCn1c(=NC(=O)c2cccnc2)c(C(=O)OCC)cc2c(=O)n3ccccc3nc21
 : -5%, ?, -1.5&0.0, 2.3%&0.6%, 0%&20%, ?, 0%&7%, 2%&17%, i
- CC(=O)NCCc1c[nH]c2ccc(O)cc12
 : ., 13%, 0.7, -0.4%, -1%, -3%, -8%, 4%, i
- Cc1ccc(C)c(S(=O)(=O)c2nnn3c2nc(NCc2cccs2)c2sccc23)c1
 : ., ?, ., -0.8%, ?, -6%, 3%, -32%, .
- COC(=O)c1sccc1NC(=O)c1cnc2cc(C)nn2c1C
 : 1%, 2%, 0.7, -0.2%, 6%, -5%, -9%, 2%, i
- O=C(COCc1cc(-c2cccs2)on1)NCc1ccc(F)cc1
 : ., 17%, ., 19%, ?, 17%, -7%, -16%, .
- COc1ccc(OC)c(CN2CCSCC2)c1
 : 1%, 5%, -1.0, -0.6%, 8%, 0%, 0%, 3%, i
- CCc1nnc(NS(=O)(=O)c2ccc(NC(=O)c3cccc(Br)c3)cc2)s1
 : 3%, 1%, -0.4, 0.6%, -10%, -1%, 4%, -4%, i
- CCCNC(=O)C1(C)CCCN(C(=O)c2ccc3ccccc3c2)C1 (stereo not drawn)
 : ., ., 1.1, -1.3%, -1%, ., -4%, -4%, i
- C=CCN1C(=O)C(CC(=O)Nc2ccc(C)cc2)SC1=Nc1c(C)n(C)n(-c2ccccc2)c1=O (stereo not drawn)
 : 0%, 2%, 1.7, -0.5%, 0%, 12%, -5%, 1%, i
- COc1ccc(-c2csc(N3CCN(c4cc(C)nc5ccccc45)CC3)n2)cc1OC
 : -23%, 13µM*, 0.5, -1.5%, ?, 21µM*, -6%, 11µM*, i
- Cc1cc(-c2ccccc2)cc(C)n1
 : ., -3%, -0.7, -0.7%, -1%, 0%, 0%, -3%, i
- CCOC(=O)c1[nH]c(C)c(CCC(=O)Nc2ccc(Br)c(C)c2)c1C
 : ., ., ., 0.4%, -6%, -3%, 3%, -3%, .
- Cc1cc(N2CCCCC2)nc2ccc(NC(=O)/C=C/c3ccccc3OC(C)C)cc12
 : ., 8%[9.27 µM], ., 2.6%, 17%, -15%, -42%[inhibitor], 4%, .
- O=C(N/N=C1/CCS(=O)(=O)c2ccc(F)cc21)c1cccnc1
 : -2%, -2%, 1.7, -0.9%, 0%, -2%, 7%, 8%, i
- COc1ccccc1NCc1nnc(SCC(=O)N/N=C/c2ccco2)n1-c1ccc(Cl)cc1Cl
 : -2%, -4%, -2.3, -0.9%, -17%, -12%, -3%, -18%, i
- CC1=C(/C=C/C(C)=C/C=C/C(C)=C/C(=O)Nc2ccc(O)cc2)C(C)(C)CCC1
 : 0%, ?, -2.0&-1.0, -2.5%&-2.0%, ?, ?, 7%&-7%, -105%&-117%, i
- O=C(C(=O)N1CCN(c2ccc(F)cc2)CC1)N1CCCCC1
 : 3%, -27%, -1.0, -1.4%, -6%, -8%, -9%, -7%, i
- Cc1cc2ncn(/N=C/c3ccc([N+](=O)[O-])o3)c2cc1C
 : 2%, -25%, -3.7, 8.2%, 2.5µM*, 5%, -18%, 13µM*, i
- Cc1ccccc1OCC(=O)NCCCNC(=O)c1ccccn1
 : -7%, ?, 0.0, 0.0%, -2%, 3%, -18%, 0%, i
- COc1ccc(-c2noc(CSc3nc(C)cc(=O)[nH]3)n2)cc1OC
 : ., ?, ., 0.1%, 5%, -8%, -1%, -36%, .
- CC(=O)OCC1=C(C(=O)O)N2C(=O)C(NC(=O)C(C)Cn3cc(Cl)cn3)C2SC1 (stereo not drawn)
 : -1%, ?, 0.7, 0.0%, -10%, 13%, -10%, -4%, i
- Cc1cc(C)nc(NS(=O)(=O)c2ccc(N=NN(C)C)cc2)n1
 : -5%, 5%, 1.4, -0.9%, -4%, -9%, -34%, 6%, i
- O=C(O)CC1S/C(=N/N=C/c2ccccn2)NC1=O (stereo not drawn)
 : 1%, 5%, -0.4, -0.7%, -2%, -3%, -15%, -19%, i
